MT stabilize HCS: microtubule stabilizers in HeLa cells, primary screen, imaging, high-content imaging. HeLa tubulin immunostaining HCS, 24 h; share of cells brighter than vehicle mean+2SD. % tubulin-high responders, % at 10 µM. 0.83% of 200,000 active. AID 2205, 2009;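 active = plate Z-score above 3 for both tubulin-high and condensed-nucleus cell shares, with cell loss under 80%, at 10 µM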;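 also: anti alpha tubulin signal scored within the nucleus-defined area of each cell; some results filed as inactive read as strong as hits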
bCat nuc transl: modulators of beta-catenin nuclear translocation, primary screen, imaging, HeLa cells, immunofluorescence, high-content; AID 1665, 2009; nuclear translocation activity, % at 5 µM; 0.3% of 190,000 active;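 active = nuclear translocation activity above 50% at 5 µM, with a well cell count of 50 or more; inconclusive = wells under 50 cells across six images, flagged as toxic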;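 also: per-cell ratio of nuclear to cytoplasmic median beta-catenin stain intensity; plate controls were DMSO negative control for no effect and GSK-3 inhibitor IX positive control for full effect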
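Test system: human HeLa cell line; Doses: 5 µM primary, 0.02–20 µM confirmation; Incubation: 24 h compound exposure, 37°C; Detection: beta-catenin immunofluorescence imaging with DAPI; Read-out: beta-catenin nuclear/cytoplasmic ratio, % activation.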
Ins promoter up: insulin promoter activators in MIN6 cells, imaging, high-content screening, mouse beta cells. MIN6 insulin promoter-GFP reporter; stronger effect = higher value. 0.3% of 190,000 active. z-score at 5 µM;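 active = z-score above 3 at 5 µM with at least 500 cells counted in the well; inconclusive = wells under 500 cells, flagged as cytotoxic or low count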
Dynein cargo inh: inhibitors of GR-EGFP nuclear translocation, primary screen, dynein cargo transport inhibitor project, imaging, high-content, 3617.4 mouse cells; z-score, hits read low; 0.47% of 220,000 active; test concentration mostly 20 µM; stimulated with dexamethasone, 1 µM; stronger effect = lower value;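 active = plate z-score of nuclear minus cytoplasmic receptor signal below a set negative limit, without overly bright fluorescence or cell loss, cut at about -3.5 in these data, passing the limit was not always enough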;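 also: z-score of nuclear minus cytoplasmic ring GR-EGFP intensity difference per well; some compounds called inactive have numbers as strong as hits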
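Buffer or medium: Induction medium lacking tetracycline, stripped serum | Also added: Dexamethasone agonist, 1.0 µM final, for 30 min | Timing: 48 h induction, 1 h compound, 30 min dex at 37 °C | Detection: Formaldehyde fixation, Hoechst nuclear stain, 10x automated fluorescence imaging | Measure: Nuclear versus cytoplasmic GR-EGFP signal, averaged per well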
WT yeast gro inh: growth inhibition of WT strain, primary screen, mitochondrial fusion inhibitor project, WT and mutant strains, chemical genetic | 2.1% of 190,000 active | inhibition, % at 10 µM | AID 1362, 2008 | mitochondrial fusion phenotypic screen; in the data active = inhibition above about 58%; tested in S. cerevisiae
PMI inhibitors: inhibitors of human PMI, primary screen, biochemical, fluorescence intensity, coupled assay (AID 1209) | 0.42% of 190,000 active | Mannose-6-phosphate isomerase (Homo sapiens) | purified PMI enzyme, coupled fluorescence intensity; higher % means a stronger effect | one-dose inhibition, % at 20 µM; IC50 in µM for titrated hits;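 also: plate controls were DMSO vehicle for no effect and wells lacking substrate for full effect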
PMI inhibition: human PMI inhibitors, high substrate, primary screen, biochemical, fluorescence intensity, high mannose 6-phosphate (AID 1220). Mannose-6-phosphate isomerase (Homo sapiens). recombinant PMI enzyme, coupled fluorescence intensity; higher % means a stronger effect. inhibition, % at 20 µM; hits with a dose series show IC50 in µM. 0.66% of 190,000 active
Autophagy HCS: autophagy modulators in MEF cells, primary screen, imaging, high-content, MEF GFP-LC3; MEF GFP-LC3 puncta imaging; test concentration mostly 10 µM; calls only at 10 µM (by protocol); 0.98% of 190,000 active; AID 463193, 2010;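 active = percentage of spot-positive cells more than 3 SD above its plate mean, without a fluorescence outlier flag or 80% toxicity; inconclusive = no clear call, values can overlap the other calls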;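 also: spot-positive cell cutoff set from DMSO-treated cells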
Yfh1-off respiration: enhancers of respiration in Yfh1-depleted yeast, dose response, Friedreich's ataxia, plus single-dose screen (AID 1465); S. cerevisiae Yfh1-off respiration, WST-1 reduction, 72 h; higher fold induction means a stronger effect; fold induction at 50 µM; hits with a dose series show EC50 in µM; 0.074% of 220,000 active;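 active = fold induction of absorbance versus untreated yeast above a set limit, then at least 30% activation at any dose in follow-up; inconclusive = repeats straddling the limit, or above it without dose testing; inactive = fold induction below the set limit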;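 also: activators that raise dye reduction in frataxin-depleted yeast; strong numbers were not always called active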
WT yeast gro inh mutant strain: further read-out of WT yeast gro inh, marked with its call; inhibition, %; mitochondrial fusion phenotypic screen, mutant strain inhibition
Dynein cargo inh cytoplasmic EGFP: also measured in Dynein cargo inh; calls as there; z-score; measured here: cytoplasmic GR-EGFP intensity; stronger effect = higher value
Dynein cargo inh nuclear GR-EGFP: also measured in Dynein cargo inh; calls as there; z-score; measured here: nuclear GR-EGFP intensity;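 lower value marks the stronger effect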
Dynein cargo inh cell count: recorded beside Dynein cargo inh, whose call it bears; z-score; measured here: cell count per field
Ins promoter up cell count: also measured in Ins promoter up; calls as there; cell count; measured here: cytotoxicity, nuclei count;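 total cells summed across four imaged fields per well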
bCat nuc transl cell count 5 µM: second read-out of bCat nuc transl, no call of its own (marks repeat the call); cell count; measured here: cell count, cytotoxicity flag
MT stabilize HCS Hoechst-high %: recorded beside MT stabilize HCS, whose call it bears; % Hoechst-high responders; measured here: nuclear condensation Hoechst responders;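 share of cells brighter than vehicle mean plus two SD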
MT stabilize HCS cytotoxicity %: further read-out of MT stabilize HCS, marked with its call; toxicity, %; measured here: cytotoxicity by cell density;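 0% = mean cell density of plate MIN control wells and 100% = no cells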
Autophagy HCS cell loss 18 h: also measured in Autophagy HCS; calls as there; toxicity, %; measured here: cell loss, nuclei count;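 cell loss after 18 h compound exposure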
An asterisk follows results filed as active; i = inactive; ? = inconclusive; / = no result given. Rule as the data show it, unless noted: active = inhibition above about 50%; inactive = the rest.

SMILES	MT stabilize HCS	MT stabilize HCS Hoechst-high %	MT stabilize HCS cytotoxicity %	bCat nuc transl	bCat nuc transl cell count 5 µM	Ins promoter up	Ins promoter up cell count	Dynein cargo inh	Dynein cargo inh cytoplasmic EGFP	Dynein cargo inh nuclear GR-EGFP	Dynein cargo inh cell count	WT yeast gro inh	WT yeast gro inh mutant strain	PMI inhibitors	PMI inhibition	Autophagy HCS	Autophagy HCS cell loss 18 h	Yfh1-off respiration
O=C(O)CC/C(=C\c1cc([N+](=O)[O-])ccc1Cl)c1nc2ccccc2s1	3.1	3.1	14	-0.2	972	-0.07	1278	0.39	-0.24	0.6	-0.69	-2	-9	3%	5%	i	1	i
O=S1(=O)CCN(Cc2ccc(F)cc2)CC1	4.9	2.6	5.3	-3.5	1022	-0.4	1704	-1.3	-0.19	0.13	1	-13	3	7%	6%	i	11	i
CCCCOc1ccc(C(=O)N/C(=C\c2ccc(OC)cc2)C(=O)OCc2ccco2)cc1	1.2	1.7	9.9	1.9	1354	-1.4	1201	-1.2	-0.14	0.044	0.5	22	10	10%	12%	i	-28	i
CCN(CC)C(=O)Oc1ccnc2cc(Cl)ccc12	3.7	1.1	1.9	0.0	1491	0.07	1527	-0.51	-0.37	-0.42	0.82	18	17	10%	2%	i	-6	i
On1c(-c2ccco2)nc2c1CCc1nonc1-2	2.3	2.5	7.1	-1.5	1165	1.1	1253	0.1	-0.22	0.68	0.26	-10	-5	7%	24%	i	3	i
O=c1[nH]c2ccc(N/C(=N/S(=O)(=O)c3ccccc3)c3ccccc3)cc2[nH]1	1.9	2.1	8.2	-1.0	1110	0.08	1538	0.53	-0.22	0.33	0.21	5	0	4%	-1%	i	-2	i
Cc1ccc(NC(=O)c2ccc(-n3cccn3)c([N+](=O)[O-])c2)cc1	2.7	1.8	5.9	/	/	/	/	-0.23	-0.17	-0.75	0.49	15	-14	9%	8%	i	2	i
CC(=O)NCc1ccc(C(=O)O)cc1	/	/	/	-0.2	1289	-0.41	1011	-0.064	-0.82	0.15	0.32	/	/	/	/	/	/	i
COc1cc(C(C)=O)ccc1OCC(O)CN1CCN(S(=O)(=O)c2ccccc2)CC1 (stereo unspecified)	5.1	3.1	6.2	-0.8	1093	-0.54	1198	1.3	-0.23	0.8	-0.8	-10	-8	10%	5%	i	30	i
O=C(COC(=O)c1ccc(S(=O)(=O)Nc2ccccc2)cc1)NCc1ccco1	2.1	1.9	6.7	/	/	/	/	-1.8	1.1	-0.61	0.96	6	19	2%	3%	i	23	i
COc1ccc(CCN2C(=O)NC(NC(=O)C(C)(C)C)(C(F)(F)F)C2=O)cc1OC (stereo unspecified)	3.2	1.7	0.0	-1.4	979	-0.08	1524	1	-0.14	0.44	-0.82	17	1	-2%	0%	i	-6	i
COc1ccccc1COn1c(=O)c(-c2ccco2)[n+]([O-])c2ccccc21	4.9	1.2	20	0.2	870	-0.41	1692	0.38	0.093	0.93	-0.67	5	5	-9%	12%	i	7	i
Cc1ccc(CNC(=O)CCCn2c(=O)c3ccccc3n(CC(=O)NC3CCCC3)c2=O)cc1	5.3	2.2	6.2	0.5	1000	-0.37	905	-0.87	-0.15	-0.16	0.3	5	2	7%	11%	i	7	i
COc1ccc(O[C@H]2C=C[C@@H](c3ccccc3)O[C@@H]2COC(=O)CCC(C)=NO[C@@H]2O[C@H](COC(C)=O)[C@@H](OC(C)=O)[C@H](OC(C)=O)[C@H]2OC(C)=O)cc1	4.3	2.2	12	-4.0	574	0.22	1042	-0.56	-0.25	0.029	0.85	-3	-22	9%	11%	i	8	i
Cc1ccc(-n2c(Cc3noc4ccccc34)n[nH]c2=S)cc1	4.1	2.7	0.3	0.4	1000	0.2	1493	-0.84	-0.28	-0.32	0.58	17	20	17%	8%	i	15	i
COc1ccc(-c2cnc[nH]2)cc1	1.5	1.8	4.1	-1.5	1092	-0.96	942	0.25	-0.21	-0.42	-0.19	-4	-9	-16%	-12%	i	-4	i
COc1ccc(NC(=O)CSc2nc(O)c(Cc3ccccc3)c(=O)[nH]2)cc1	6.3	3.0	8.5	-1.6	754	1.1	1176	-0.27	-0.28	-0.033	-0.21	6	9	-5%	-9%	i	5	i
O=C(CSc1ncn[nH]1)Nc1ccnc2ccccc12	2.5	4.6	5.1	/	/	1.7	911	-0.15	-0.26	0.19	0.45	-3	2	-2%	-4%	i	14	i
CSc1cccc(NC(=O)Nc2ccccc2C(N)=O)c1	/	/	/	1.5	1260	0.51	1208	-0.68	-0.25	-0.43	0.51	/	/	/	/	/	/	i
COc1ccc(CNC(=O)Nc2ccc(C)c(C)c2)cc1	2.1	1.4	6.9	0.8	966	1.1	1615	0.84	-0.19	0.41	-0.02	-24	-21	-1%	1%	i	24	i
Cn1cc(Br)c(C(=O)n2cc(Br)cn2)n1	1.7	1.4	2.2	-2.4	1128	-0.71	1673	1.8	-0.23	0.48	-0.61	1	-11	4%	4%	i	-7	i
CCCc1cc(=O)oc2c3c(c4c(c12)OC(C)(C)C=C4)OC(C)C(C)C3O (stereo unspecified)	/	/	/	2.5	1067	-0.66	1290	-0.16	-0.17	-0.33	0.87	/	/	/	/	/	/	i
Cc1ccc2c(c1)-c1c(cnn1CC(=O)Nc1ccccc1N1CCN(C)CC1)CO2	7.0	2.0	10	-0.2	1094	/	/	1	-0.13	0.63	0.26	15	1	16%	14%	i	-3	i
O=C(Nc1ccccc1N(C(=O)c1ccco1)S(=O)(=O)c1cccs1)c1ccco1	11*	7.5*	11*	/	/	-1.5	960	-0.49	-0.099	-0.15	0.14	15	14	2%	-1%	i	35	i
Cc1c(OCc2ccccc2)c(=O)ccn1Cc1ccccc1	14	26	96	-0.7	1170	-1.4	1180	0.39	-0.24	0.42	1.9	-4	-6	-1%	-3%	i	0	?
C=CCSc1nc2sc(C)c(C)c2c(=O)n1CC=C	2.2	1.7	2.3	0.4	566	/	/	0.29	-0.24	-0.051	-0.11	6	-7	-11%	-12%	i	-5	i
CN(C)CCCCOc1ccc(Br)cc1Cl	3.5	2.0	12	0.2	1515	-0.11	1450	1.7	-0.27	1	-0.81	11	29	13%	6%	i	16	i
CCCc1nc2ccc(NC(=O)c3ccco3)cc2c(=O)n1Cc1ccc(Cl)cc1	2.8	2.6	5.7	-2.7	1396	-0.94	987	0.3	-0.24	0.5	0.4	-2	-7	11%	10%	i	-6	i
COc1ccc(S(=O)(=O)N2CCNCC2)cc1OC	1.2	2.1	2.0	-3.4	942	0.22	1687	-0.52	-0.29	-0.27	0.63	3	12	2%	15%	i	-32	i
CN1/C(=C\C(=O)COC(=O)c2ccc(O)cc2)C(C)(C)c2ccccc21	/	/	/	0.1	1266	-0.19	770	0.0048	0.21	-0.32	0.27	/	/	/	/	/	/	i
O=C(NCc1ccccc1)C1=C[C@@H](c2csc3ccccc23)C[C@@H](OCCCCO)O1	0.8	0.7	1.6	6.7	978	/	/	1.2	0.23	1.3	-1.2	-3	12	20%	54%*	i	-6	i
C=CCC(NCc1ccco1)c1ccc(OC)c(OC)c1 (stereo unspecified)	3.3	2.0	2.3	-4.6	1094	-0.15	967	-0.44	-0.23	-0.44	0.41	/	/	6%	2%	i	-35	i
CCCCn1c(=O)[nH]c2ccccc21	4.0	2.3	2.6	/	/	0.16	991	0.081	-0.22	0.089	0.26	-6	2	-4%	-2%	i	18	i
CCCc1cc(=O)[nH]c(SCC(=O)c2cc(C)n(C3CC3)c2C)n1	2.4	1.4	2.2	-1.1	1332	0.69	1404	-0.48	-0.39	-0.075	0.46	14	8	15%	9%	i	2	i
Cc1ccnc(NC(=O)c2ccc([N+](=O)[O-])o2)c1	3.1	1.2	19	17	892	0.59	1126	-0.72	0.37	-0.098	0.22	6	9	2%	-4%	i	5	i
S=C(c1ccc(-c2cccc(Cl)c2)o1)N1CCOCC1	5.7	2.8	3.2	-6.2	1249	0.47	1240	-0.16	-0.06	0.17	0.21	5	-2	41%	20%	i	-2	i
CCOc1ccccc1OCCCC(=O)N(C)CC(=O)Nc1cc(C)ccc1C	1.2	1.2	9.3	-0.4	997	0.07	1187	0.14	-0.17	0.37	-0.8	-11	-21	9%	16%	i	-17	i

Given in markdown: two of the compounds above.
| molecule | MT stabilize HCS | MT stabilize HCS Hoechst-high % | MT stabilize HCS cytotoxicity % | bCat nuc transl | bCat nuc transl cell count 5 µM | Ins promoter up | Ins promoter up cell count | Dynein cargo inh | Dynein cargo inh cytoplasmic EGFP | Dynein cargo inh nuclear GR-EGFP | Dynein cargo inh cell count | WT yeast gro inh | WT yeast gro inh mutant strain | PMI inhibitors | PMI inhibition | Autophagy HCS | Autophagy HCS cell loss 18 h | Yfh1-off respiration |
| --- | --- | --- | --- | --- | --- | --- | --- | --- | --- | --- | --- | --- | --- | --- | --- | --- | --- | --- |
| O=C(Nc1ccccc1N(C(=O)c1ccco1)S(=O)(=O)c1cccs1)c1ccco1 | 11* | 7.5* | 11* | / | / | -1.5 | 960 | -0.49 | -0.099 | -0.15 | 0.14 | 15 | 14 | 2% | -1% | i | 35 | i |
| Cc1c(OCc2ccccc2)c(=O)ccn1Cc1ccccc1 | 14 | 26 | 96 | -0.7 | 1170 | -1.4 | 1180 | 0.39 | -0.24 | 0.42 | 1.9 | -4 | -6 | -1% | -3% | i | 0 | ? |

Screening results deposited in PubChem by several laboratories.
